# Screens as filed in PubChem.
# SENP6 inh: inhibitors of human SENP6 protease; Q9GZR1; Recombinant SENP6 catalytic domain, aminoluciferin luminescence; inhibition, % at 10 µM; hit rate 1.8% among 330,000;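 active = inhibition above about 50% at the single tested dose, limit read from the data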;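 also: plate controls were DMSO wells with enzyme for no effect and DMSO wells lacking enzyme for full effect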
# Target sequence (Q9GZR1 628-1112 limits assumed): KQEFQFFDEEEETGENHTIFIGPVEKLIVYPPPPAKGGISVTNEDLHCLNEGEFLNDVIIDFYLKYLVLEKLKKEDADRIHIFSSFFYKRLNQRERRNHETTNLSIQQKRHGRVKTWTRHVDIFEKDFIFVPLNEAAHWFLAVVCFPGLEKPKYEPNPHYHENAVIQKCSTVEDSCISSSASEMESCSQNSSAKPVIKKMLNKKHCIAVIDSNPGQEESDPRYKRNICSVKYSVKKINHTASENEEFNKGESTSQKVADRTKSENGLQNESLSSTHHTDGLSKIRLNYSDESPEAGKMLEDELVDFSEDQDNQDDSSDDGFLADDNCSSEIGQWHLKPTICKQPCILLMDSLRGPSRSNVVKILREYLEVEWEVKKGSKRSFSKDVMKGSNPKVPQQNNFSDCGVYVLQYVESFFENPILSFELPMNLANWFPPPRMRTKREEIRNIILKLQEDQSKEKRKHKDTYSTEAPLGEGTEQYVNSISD
# SENP1 FRET inh: inhibitors of human SENP1 SUMO protease catalytic domain; recombinant SENP1 catalytic domain, CyPet-SUMO1-YPet FRET cleavage; inhibition, % at 10 µM; hit rate 0.21% among 360,000;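 active = inhibition at least 30% at 10 µM, raw YFP signal under a set limit, fluorescence ratio 0.5 to 1.5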;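 also: 0% = enzyme with DMSO and 100% = no enzyme wells; some results filed as inactive read as strong as hits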
#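 material = recombinant human SENP1 catalytic domain, His6-tagged | quantity = 20 pM enzyme | reagent = 25 nM SUMO1 FRET substrate | compound dosing = 10 µM single point, 0.5% DMSO | timing = 50 min enzyme reaction, room temperature, light-protected | detection = FRET, CFP and YFP emission | control set = no-enzyme low, enzyme-DMSO high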
# MIN6 prolif: MIN6 beta-cell proliferation induction | MIN6 cells proliferation, ATPlite luminescence, 48 h; cells starved in 0.2% serum; 100% = growth in 10% serum | proliferation, % at 10 µM | hit rate 0.29% among 330,000;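 active = compounds whose signal lies at least 3.5 SD above the mean of all wells on their plate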;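 also: 0% = DMSO-treated cells in low-serum medium and 100% = 10% serum control; some compounds called inactive have numbers as strong as hits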
# HKDC1 inh: inhibitors of human hexokinase HKDC1; recombinant HKDC1, G6PDH/diaphorase resazurin coupled fluorescence; inhibition, % at 20 µM; hit rate 0.16% among 340,000; AID 493160;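 active = inhibition above about 35% when tested at 20 µM, limit read from the data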;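 also: plate controls were DMSO wells with enzyme for no effect and DMSO wells lacking enzyme for full effect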
#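 test system = in-house recombinant HK5 (HKDC1) enzyme | amount = HKDC1 at 5 µg/mL | control set = DMSO-enzyme wells negative, buffer-substituted wells positive | compound = one dose of 20 µM, 1% DMSO | schedule = reaction time 90 min, room temperature, protected from light | technique = resorufin fluorescence at 613 nm | reagent = glucose with 1 mM ATP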
# SENP8 block-1: SENP8 (human) protease inhibition. recombinant SENP8, Nedd8 substrate fluorescence. inhibition, % at 20 µM. hit rate 0.64% among 360,000. AID 602440; in the data active = inhibition mostly above about 40%, no sharp cut-off; inactive = mostly below about 27%
# SENP8 block-2: blocks the human protease SENP8 | purified SENP8, Z-RLRGG-aminoluciferin cleavage, luminescence | inhibition, % at 10 µM | hit rate 1.2% among 330,000 | AID 2540; in the data active = inhibition above about 50%
# PfG6PD inh: PfG6PD (Plasmodium falciparum) enzyme inhibition; PfGluPho enzyme, NADPH resazurin-diaphorase fluorescence; inhibition, % at 20 µM; hit rate 0.78% among 350,000; AID 504690;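 active = inhibition reaching at least a set limit at 20 µM in the primary screen, cut at about 59% in these data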;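 also: 0% = DMSO wells with substrate and 100% = DMSO wells lacking glucose-6-phosphate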
# UBC13 polyUb: inhibitors of human UBC13 polyubiquitin chain formation; TR-FRET; P61088; inhibition, % at 20 µM; hit rate 0.47% among 330,000; in the data active = inhibition above about 45%, passing the limit was not always enough
# Target sequence (P61088 whole entry, looked up): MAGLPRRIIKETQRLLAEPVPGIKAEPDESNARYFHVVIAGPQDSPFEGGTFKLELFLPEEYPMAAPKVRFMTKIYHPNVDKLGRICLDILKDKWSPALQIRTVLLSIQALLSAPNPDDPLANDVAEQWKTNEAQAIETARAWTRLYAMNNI
# SENP7 block: inhibitors of human SENP7 protease | Q9BQF6 | recombinant SENP7, Z-RLRGG-aminoluciferin luminescence, 40 min | inhibition, % at 5 µM | hit rate 1.5% among 330,000;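 active = inhibition above about 50% at the single test dose, limit read from the data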;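 also: plate controls were DMSO with enzyme for no effect and no enzyme buffer wells for full effect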
# Target sequence (Q9BQF6 706-1050 limits assumed): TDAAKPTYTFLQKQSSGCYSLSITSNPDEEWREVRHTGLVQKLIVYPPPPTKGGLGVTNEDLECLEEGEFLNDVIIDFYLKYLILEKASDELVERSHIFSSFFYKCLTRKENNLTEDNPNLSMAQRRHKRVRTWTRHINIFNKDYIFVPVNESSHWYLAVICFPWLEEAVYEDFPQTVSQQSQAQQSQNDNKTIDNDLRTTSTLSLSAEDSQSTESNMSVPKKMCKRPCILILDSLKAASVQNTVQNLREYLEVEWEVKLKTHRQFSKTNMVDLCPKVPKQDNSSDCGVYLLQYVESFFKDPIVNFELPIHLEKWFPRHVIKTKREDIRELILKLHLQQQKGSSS
# Starred values were filed as active, the others as inactive; . = not tested or not shown.
SMILES,SENP6 inh,SENP1 FRET inh,MIN6 prolif,HKDC1 inh,SENP8 block-1,SENP8 block-2,PfG6PD inh,UBC13 polyUb,SENP7 block
Cn1cccc1C(=O)OCC(=O)NCc1ccc2c(c1)OCO2,-10,-9,3,-4,1,1,-1,-4,2
O=C(Cc1cccs1)Nc1ccc(-c2nnc(-c3ccco3)o2)cc1,-1,1,-1,16,-401,-9,-6,-16,-9
O=C(COC(=O)c1ccco1)Nc1ccc(N2CCOCC2)cc1,-14,1,-1,0,8,-21,-18,-1,-19
CC1(C)Cc2c(cnn2-c2ccccc2)C(NC(=O)CCCN2CCCC2=O)C1 (stereo not given),-7,0,0,5,9,1,-12,-7,-3
COc1ccc(CCNC(=O)C(=O)NCc2ccccc2)cc1OC,-23,2,0,-5,8,-1,1,-4,-7
Cc1ccc(NCCNc2ccc(C)cc2)cc1,-14,-12,0,1,8,-3,11,3,4
CCN(CC(=O)Nc1ccc(OC)cc1)C(=O)c1ccc(NS(=O)(=O)c2ccc(C(C)=O)cc2)cc1,-8,1,4,-2,15,6,-23,-7,-8
CCOC(=O)c1ccc(S(=O)(=O)N2CCN(CC(O)COc3ccc(C#N)cc3)CC2)cc1 (stereo not given),-1,1,-3,3,16,-9,-12,3,-9
COc1ccccc1NC(=O)CCSc1nnnn1C,-13,1,-5,-3,-2,-5,13,-9,-7
Cc1ccc(NC(=O)COC(=O)c2ccc(-n3cnnn3)cc2)c(Br)c1,-10,-1,-4,-7,-5,-2,-3,-4,-1
Cc1nn(Cc2c(F)c(F)c(F)c(F)c2F)c(C)c1NC(=O)c1nn(C)cc1[N+](=O)[O-],-8,2,-2,-3,17,-5,-7,-3,12
Cc1cc(NC(=O)CC23CC4CC(C2)CC(CC(=O)Nc2cc(C)on2)(C4)C3)no1,-15,1,2,-2,7,1,-4,0,-2
O=C(CCn1c(=O)oc2ccccc21)N1CCN(c2ccccc2Cl)CC1,8,-1,1,4,14,-7,10,11,4
CC(C)(C)OC(=O)C[C@H]1C/C=C\C[C@@H](CC(=O)NCCO)C(=O)N[C@H](Cc2ccccc2)COC1=O,-21,1,-2,-4,-1,-15,19,-6,-11
COc1ccccc1CNc1nc(C)c(C(C)=O)s1,-13,1,-4,-5,7,-6,40,2,-9
CCOC(=O)C(C(=O)OCC)C(C)(C)/C(C)=N\Nc1ccc([N+](=O)[O-])cc1[N+](=O)[O-],-22,1,-2,7,24,-1,5,1,-4
O=C(NCCCNC(=O)NC1CCCCC1)NC1CCCCC1,-10,.,2,-11,.,-3,-15,16,7
Cc1cc(N2CCN(c3ccc(F)cc3)CC2)nc2cc(O)ccc12,-5,-41,-3,2,-400,-1,4,29,2
CCOc1ccc(S(=O)(=O)N(CC(=O)O)c2ccccc2)cc1,-2,-1,-2,-3,6,-2,-14,2,0
O=C(NC1CCCCC1)C1CCCN(S(=O)(=O)c2cccc3cccnc23)C1 (stereo not given),1,2,-1,-3,26,-7,4,-14,1

# A draw from above in order of number of heavy atoms, ascending:
SMILES,SENP6 inh,SENP1 FRET inh,MIN6 prolif,HKDC1 inh,SENP8 block-1,SENP8 block-2,PfG6PD inh,UBC13 polyUb,SENP7 block
Cn1cccc1C(=O)OCC(=O)NCc1ccc2c(c1)OCO2,-10,-9,3,-4,1,1,-1,-4,2
O=C(Cc1cccs1)Nc1ccc(-c2nnc(-c3ccco3)o2)cc1,-1,1,-1,16,-401,-9,-6,-16,-9
Cc1cc(NC(=O)CC23CC4CC(C2)CC(CC(=O)Nc2cc(C)on2)(C4)C3)no1,-15,1,2,-2,7,1,-4,0,-2

# (more compounds)
SMILES,SENP6 inh,SENP1 FRET inh,MIN6 prolif,HKDC1 inh,SENP8 block-1,SENP8 block-2,PfG6PD inh,UBC13 polyUb,SENP7 block
CC(=O)NC1CC2CCCC(C1)N2CC(=O)Nc1ccccc1 (stereo not given),-9,-2,2,-2,17,-8,-10,-1,3
N#Cc1ccc(N2CCCC2C(=O)O)c([N+](=O)[O-])c1 (stereo not given),-7,-3,3,2,9,4,4,2,5
CCCC(=O)c1cc(F)c(N2CCN(C(=O)OCC)CC2)cc1C,1,-1,-3,-2,8,-3,0,-5,-5
COc1ccc(CCNC(=O)COc2cc(C)cc3oc(=O)cc(C)c23)cc1OC,21,2,0,13,-42,6,-1,2,3
O=C(NCc1cccnc1)c1cn(-c2ccccc2)nc1-c1cccs1,-16,-1,-3,1,-5,-4,-15,14,-12
CN1OC[C@@H]2CN(C(=O)CCc3ccccc3)[C@H](c3cccc(N4CCOCC4)c3)C[C@@H]21,.,2,.,-2,-4,.,1,.,.
O=C(O)c1cccc(N2C(=O)c3cc([N+](=O)[O-])cc4cc([N+](=O)[O-])cc(c34)C2=O)c1,35,5,1,19,22,7,52,-54,2
O=C(/C=C/c1cccc(Cl)c1)Nc1ccncc1,-2,2,2,-2,8,-10,3,-3,-4
COc1ccc(C(=O)Nc2ccc(N3CCN(Cc4ccccc4)CC3)cc2)cc1,2,0,-4,-1,-14,-4,-5,2,1
CCn1c(SCC(N)=O)nc2sc3c(c2c1=O)CCN(C)C3,-1,-34,-3,4,-446,-5,12,8,-7
O=C(NCCN1CCN(Cc2ccccc2)CC1)C1CC(=O)N(C2CCCC2)C1 (stereo not given),-10,1,0,-11,8,9,3,7,-3
COc1ccc(NC(=O)c2c(F)c(F)c(F)c(F)c2F)cc1Cl,-10,0,-3,-2,17,4,13,4,5
O=C1[C@H]2[C@@H](c3ccc(F)cc3)N3C(=O)N(c4ccccc4)C(=O)[C@@]3(Cc3ccc(Cl)cc3)[C@H]2C(=O)N1C1CCCCC1,3,3,-5,-1,9,4,-8,-10,1
Cc1cc2cc(CCNC(=O)c3ccc(Br)o3)c(=O)[nH]c2cc1C,-9,-69,-1,30,-183,-2,24,-8,6
Cc1ccc(-c2cc(C(F)(F)F)n3nc(C(=O)NCCCn4ccnc4)cc3n2)cc1C,-2,-15,-4,-13,-271,6,-1,14,5
COc1ccc(C(=O)CSc2nnc(CN3CCCCC3)n2-c2ccc(Cl)cc2)cc1OC,5,0,0,-7,22,-2,-2,7,3
COc1ccccc1CC(NC(C)=O)C(=O)NC1CCN(S(=O)(=O)c2ccc(NC(C)=O)cc2)CC1 (stereo not given),-17,1,0,3,10,-2,-5,2,-4
O=C(CSc1ncn(-c2ccccc2)n1)Nc1nc2ccccc2s1,-9,1,-1,1,14,-8,35,13,2
Cc1ccc(COc2cccc3c2CCN(Cc2ccc(F)cc2)C3=O)cc1,8,-2,-6,-3,14,1,14,-5,-2
COc1ccc(CNC(=O)CSc2nnc(C)c(=O)[nH]2)cc1,-12,0,-3,3,16,2,6,-11,2

# Only PfG6PD inh and UBC13 polyUb (3 entries from above):
structure,PfG6PD inh,UBC13 polyUb
COc1ccccc1CC(NC(C)=O)C(=O)NC1CCN(S(=O)(=O)c2ccc(NC(C)=O)cc2)CC1 (stereo not given),-5,2
O=C(CSc1ncn(-c2ccccc2)n1)Nc1nc2ccccc2s1,35,13
Cc1ccc(COc2cccc3c2CCN(Cc2ccc(F)cc2)C3=O)cc1,14,-5

# More results
SMILES,SENP6 inh,SENP1 FRET inh,MIN6 prolif,HKDC1 inh,SENP8 block-1,SENP8 block-2,PfG6PD inh,UBC13 polyUb,SENP7 block
Cc1ccc(C(=O)NC(=S)Nc2ccc(-c3ccc(CO)o3)cc2)cc1,-6,7,-6,-11,-28,-1,7,-12,-2
Cc1ccc(Cl)cc1N1CCN(C(=S)NCCc2ccccc2)CC1,-6,1,-5,-2,16,0,2,2,-5
CC1=C(C)CC(C(=O)Nc2ccc(C(=O)N3CCOCC3)cc2)C(C(=O)O)C1 (stereo not given),-5,0,1,-10,4,-12,7,-2,-6
COc1ccccc1CNC(=O)c1ccc(OC(C)C)cc1,8,-2,-2,-5,13,3,-10,4,3
O=C(COc1cccnc1[N+](=O)[O-])NCCc1ccc(Cl)cc1Cl,11,0,-2,0,10,4,5,-4,-3
O=S(=O)(c1cccc2ccccc12)N1CCCCC1,-8,0,2,-1,3,-5,9,-6,16
CCOc1ccc(NC(=O)C2CCCN(S(=O)(=O)c3c(C)noc3C)C2)cc1 (stereo not given),7,1,-5,-2,17,2,-13,-10,10
c1ccc(-n2nnnc2-n2ccnc2)cc1,-6,0,-6,-11,9,-4,-16,-3,-9
CN1CC(COCc2ccccc2)Oc2ccccc2S1(=O)=O (stereo not given),.,-3,.,-3,5,.,12,.,0
Cc1ccc(S(=O)(=O)NC(CC(C)C)C(=O)NCCCn2nc(C)cc2C)cc1 (stereo not given),6,1,-1,-4,-2,-18,-7,-16,-7
Nc1nc(SCc2ccc([N+](=O)[O-])cc2)c2ncn(C3OC(CO)C(O)C3O)c2n1 (stereo not given),-11,-1,0,0,22,-6,-3,-2,-3
Cc1cccc(NC(=O)CN(C)S(=O)(=O)c2cccc3cccnc23)c1C,-5,-6,2,-9,8,0,-5,7,4
CC1CN(C(=O)NCc2ccccc2)c2cc(Cl)ccc2O1 (stereo not given),2,1,-1,-6,13,1,13,2,5
CCc1ccc(N2C(=O)Nc3ccc(Br)cc3C2(O)C(=O)NCCN(C)C)cc1 (stereo not given),-35,2,-2,9,24,-1,0,6,-2
COC(=O)c1cc2ccsc2n1CC(=O)N1CCCc2ccccc21,0,-1,-2,-5,21,1,-5,0,5
Cc1cccc(OC(C)C(=O)Nc2ccc3c(c2)OCCO3)c1 (stereo not given),.,-4,.,0,-7,.,-27,.,.
CCOc1cc(/C=C(\C#N)C(N)=O)ccc1OS(=O)(=O)c1ccccc1,-1,0,1,-7,21,3,-3,-1,-1
Cc1noc(C)c1CSCC(=O)N(C)CC(=O)Nc1ccccc1Cl,3,1,-4,-4,5,-6,1,-5,-4
CN(CC(=O)NCc1cccnc1)S(=O)(=O)c1ccc2c(c1)c(=O)n(C)c(=O)n2C,1,1,-3,-3,-3,0,7,4,-1
S=C(NCCN1CCOCC1)Nc1cccc(Cl)c1,-4,1,-1,17,15,0,-20,8,-3
CCOc1cc(CNC(=O)CN2C(=O)c3ccccc3S2(=O)=O)ccc1OC,8,0,0,-4,0,2,0,-2,8
COc1ccc(/C=C2\SC(=S)N(CCC(=O)NC3=NCCS3)C2=O)cc1OC,14,53*,-4,-10,18,8,-2,-43,11
CCOc1ccc(CSc2nc(C)cc(COC)c2C#N)cc1OCC,-30,-2,-2,0,9,-1,15,-9,0
NS(=O)(=O)c1ccc(CCNC(=O)C2CCN(S(=O)(=O)c3ccc(Br)s3)CC2)cc1,-7,2,0,11,13,4,-8,1,1
CN(C)CCn1c(=O)n(C2CCCCC2)c(=O)c2c3c(sc21)CCCCC3,-5,1,-8,-4,30,3,-3,-3,-12
Cc1nn(C)c(C)c1Sc1ccccc1N,-43,2,-4,1,10,-4,-2,-6,-2
CC(O)Cc1nsc(NC(=O)c2ccc(Br)o2)n1 (stereo not given),-14,0,-3,-3,17,-13,2,-18,-11
CC(=O)c1ccc(N2CCN(C(C)C(=O)NC3CCCc4ccccc43)CC2)cc1 (stereo not given),-5,3,6,-8,-60,-2,-6,13,-4
c1coc(CN2CCN(C(c3cccs3)c3nnnn3C3CCCC3)CC2)c1 (stereo not given),4,0,1,5,16,-2,-1,0,-4
COc1cccc2cc(C(C)N(CCCN3CCOCC3)C(=O)Nc3ccc(Cl)cc3)oc12 (stereo not given),-5,1,0,-6,16,-1,2,6,4
Cc1oc2cc(Br)c(O)c(Br)c2c1C(=O)c1ccccc1,-12,0,-5,3,15,-7,6,-4,3
COc1ccccc1NC(=O)CCS(=O)(=O)c1ccc2c(c1)oc(=O)n2C,-10,-21,0,-4,13,2,0,0,3
